Sm TGR block = blocks Schistosoma mansoni thioredoxin glutathione reductase | purified TGR, DTNB reduction, TNB absorbance 405 nm | Potency, µM (doses to about 114 µM), inactives show top-dose activity change, negative = inhibition, actives largely listed as inhibitors | actives 3% (n = 360,000) | AID 485364; also: potency is read from the fitted curve at half-maximal effect; % is scaled to controls: 0 for no effect and ±100 for the full control effect; nearly all actives have a fitted effect of over 60% in size
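Kinetic colorimetric format: TGR-catalysed, NADPH-driven DTNB reduction monitored via TNB absorbance. Enzyme dispensed at 20 nM; compound exposure 15 min at room temperature before reaction start.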
Pf growth 48h = inhibits P. falciparum growth in the first generation, 48 h; P. falciparum luciferase growth in erythrocytes, 48 h; Potency, µM (highest dose often 28.7 µM), without a hit: at the top dose activity change, negative = inhibition, actives largely listed as inhibitors; actives 5.9% (n = 310,000); AID 504832; also: potency is read from the fitted curve at half-maximal effect; % is scaled to controls: 0 for no effect and ±100 for the full control effect
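Erythrocytes infected with P. falciparum carrying an integrated firefly luciferase reporter (2% hematocrit, 0.1% parasitemia final) were exposed to compounds in RPMI 1640 with 0.5% Albumax at 37 C, 5% CO2. Growth inhibition was scored as reduced luminescence.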
Shiga toxin inh = inhibitors of Shiga toxin in Vero cells. Vero cells, Shiga toxin protein synthesis inhibition reporter. actives 9.2% (n = 290,000). inhibition, % at 38.7 µM. AID 2315; in the data active = inhibition mostly above about 28%, no sharp cut-off; inactive = mostly below about 43%; also: 0% is about no effect
Pf growth 96h = P. falciparum growth inhibition at 96 hour, primary screen for plastid delayed-death inhibitors; actives 6.9% (n = 320,000); P. falciparum luciferase reporter growth, 96 h; AID 504834; Potency, µM (highest dose often 28.7 µM), for inactives: at the highest dose activity change, negative = inhibition, usual class: inhibitors; also: potency is read from the fitted curve at half-maximal effect; % is scaled to controls: 0 for no effect and ±100 for the full control effect
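Two-generation exposure (96 h) targets delayed-death phenotype. Reporter parasites carrying integrated firefly luciferase, in red cells at 2% hematocrit and 0.05% parasitemia final, kept at 37 C, 5% CO2; luminescence loss indicates inhibition.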
CHX counter = affects cycloheximide protein synthesis inhibition readout, counter-screen; cell reporter, cycloheximide protein synthesis inhibition counterscreen; max response, %; actives 12% (n = 300,000); in the data active = max response mostly above about 13%, no sharp cut-off; inactive = mostly below about 14%; also: read at 38.3 µM for the half of the compounds with a filed dose; 0% is about no effect
FBPA Giardia inh = inhibitors of Giardia lamblia fructose-1,6-bisphosphate aldolase | purified Giardia FBPA | AID 2451 | Potency, µM (highest dose often 59.6 µM), inactives show top-dose activity, negative = inhibition, hits mostly inhibitors | A8B2U2 | actives 0.71% (n = 290,000); also: potency is read from the fitted curve at half-maximal effect; % is scaled to controls: 0 for no effect and ±100 for the full control effect; nearly all actives have a fitted effect of over 55% in size
Target sequence (A8B2U2 whole entry, looked up): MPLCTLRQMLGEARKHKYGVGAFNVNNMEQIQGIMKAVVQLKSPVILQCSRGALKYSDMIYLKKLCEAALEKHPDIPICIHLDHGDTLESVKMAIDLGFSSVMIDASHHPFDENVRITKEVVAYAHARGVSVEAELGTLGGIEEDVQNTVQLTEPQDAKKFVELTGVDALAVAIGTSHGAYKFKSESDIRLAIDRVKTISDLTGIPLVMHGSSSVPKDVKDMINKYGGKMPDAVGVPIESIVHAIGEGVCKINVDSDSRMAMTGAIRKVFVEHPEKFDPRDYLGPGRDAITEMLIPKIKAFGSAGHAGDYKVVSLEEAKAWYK
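40 nM FBPA preincubated 10 min at RT with compound (up to 57.5 uM final), then substrate plus GAPDH/TPI/NAD/arsenate coupling and diaphorase/resazurin added. Fluorescence read after 20 min at RT, 525/598 nm.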
* hit, by the source's call; i = inactive; ? = inconclusive; . = not tested or not shown; [ ] = another dose, or the depositor's remark. Unless noted, calls follow the shape of the dose curve; as a rule, active = well fitted curve in the direction sought with a large enough effect; inconclusive = small, poorly fitted or top-dose-only effect, or another doubt; inactive = no such curve, though single readings can be large; an effect the other way counts as inactive or inconclusive. This is a random part of the collection; 24% or so of the library scored in one or more.

Every second line gives: Pf growth 96h	Shiga toxin inh	FBPA Giardia inh	CHX counter	Sm TGR block	Pf growth 48h
CCCCOC(=O)c1ccc(NC(=O)c2c(OC)cccc2OC)cc1
    10%	21	-4%	1	14%	-12%
COc1ccc(C(C(=O)NC2CCCCC2)N(CC2CCCO2)C(=O)C2COc3ccccc3O2)cc1OC (configuration not stated)
    1%	-10	0%	-5	0%	12µM*
COc1cc(/C=C(\NC(C)=O)C(=O)N2CCCCC2)ccc1OC(C)=O
    0%	14	6%	0	-4%	-8%
CCOCCCNC(=O)C1CCCN1S(=O)(=O)c1ccc(Cl)cc1 (configuration not stated)
    .	12	3%	2	0%	12%
c1ccc(NCc2nc(-c3ccccc3)no2)cc1
    .	155*	-1%	56*	4%	105%[activator]
COc1ccc(CSCC(=O)N/N=C/c2ccccc2O)cc1
    -14%	-11	-20%	-2	.	?
C=CCNC(=O)C1CC(=O)N(c2ccc(C)cc2)C1 (configuration not stated)
    ?	3	1%	0	0%	.
C=CCNC(=O)C1CC(=O)N(c2ccc(OCC(=O)Nc3ccccc3)cc2)C1 (configuration not stated)
    .	48*	3%	30*	-11%	144%[activator]
COc1cc(/C=C2\CC/C(=C\c3ccc(OCCO)c(OC)c3)C2=O)ccc1OCCO
    -1%	-13	-6%	-3	.	?
COc1ccc(NS(=O)(=O)c2ccc3nc(COc4cccc5ccccc45)[nH]c3c2)cc1
    ?	35	-5%	13	-9%	?
O=C(CSc1nc(-c2ccc(F)cc2)nc2ccc(F)cc12)Nc1cccc(C(=O)O)c1
    33%[activator]	-10	5%	-2	7%	7%
COc1ccc(NC(=O)C2CCCN(S(=O)(=O)c3cccs3)C2)cc1OC (configuration not stated)
    -22%	-13	-13%	-2	-13%	.
O=C(O)c1oc2ccccc2c1CN1CCN(c2ccccc2)CC1
    .	-10	2%	-4	-15%	-1%
COc1cccc(C(=O)NN2C(=S)N(c3ccccc3)C(=O)C2CC(N)=O)c1 (configuration not stated)
    306%[activator]	50*	-12%	43*	0%	147%[activator]
O=C1c2ccccc2C(=O)N1CC(=O)N1c2ccccc2Sc2ccccc21
    41%[activator]	32	5%	-3	4%	3%
CCc1ccc(NC(=O)C(NS(=O)(=O)c2ccc3c(c2)CCN3C(C)=O)C(C)C)cc1 (configuration not stated)
    ?	-1	.	-1	-22%	?
Clc1ccccc1N1CCN(Cc2ccco2)CC1
    40%[activator]	7	5%	10	-4%	42%[activator]
O=C(Nc1ccc(F)cc1)N1CCN(C(=O)C2CCCO2)CC1 (configuration not stated)
    22%	-5	.	-2	3%	3%
Cc1ccc(S(=O)(=O)c2c(N)n(C)c3nc4ccccc4nc23)cc1
    0.93µM*	12	-11%	-1	-12%	?
COCCNC(=S)NNc1ccccc1[N+](=O)[O-]
    60%[activator]	45	-30%	18	-17%	0%
Cc1ccc(N2CCN(c3ccc(C)cc3)C2c2cccnc2)cc1
    1.3µM*	38	-1%	19*	-6%	.
C[n+]1cccc(O)c1SCc1ccccc1
    47%[activator]	.	.	.	-7%	?
CCOC(=O)c1c(C)n(C)c2ccc(OC)c(NS(=O)(=O)CC)c12
    -43%	-9	-10%	4	-16%	10%
COc1cc(C=O)ccc1Oc1nc(Nc2ccc(F)cc2F)nc(N2CCOCC2)n1
    -8%	-5	-2%	-3	11%	?
CC(C)CNC(=O)COc1ccc(Sc2ccc(OCC(=O)NCC(C)C)cc2)cc1
    ?	-12	-2%	-4	2%	?
Cc1ccccc1NC(=S)N(CCN(C)C)C(C)c1ccco1 (configuration not stated)
    ?	-4	-1%	1	-8%	5%
CCC(C)NC(=O)CN1C(=O)NC2NC(=O)NC21 (configuration not stated)
    43%[activator]	-9	2%	0	1%	?
COC(=O)c1ccccc1NC(=O)COc1ccc2c(c1)OCO2
    ?	12	-10%	6	-1%	11%
O=C(Cc1ccc(Cl)cc1Cl)Nc1cccc(S(=O)(=O)Nc2ccccc2F)c1
    34%[activator]	-1	-4%	0	-9%	2%
CC[C@H](C)[C@H](NC(N)=O)C(=O)Nc1ccccc1F
    2%	3	2%	10	10%	-28%

4 compounds picked at random from those above, as already listed:
Every second line gives: Pf growth 96h	Shiga toxin inh	FBPA Giardia inh	CHX counter	Sm TGR block	Pf growth 48h
C[n+]1cccc(O)c1SCc1ccccc1
    47%[activator]	.	.	.	-7%	?
CC(C)CNC(=O)COc1ccc(Sc2ccc(OCC(=O)NCC(C)C)cc2)cc1
    ?	-12	-2%	-4	2%	?
O=C(Nc1ccc(F)cc1)N1CCN(C(=O)C2CCCO2)CC1 (configuration not stated)
    22%	-5	.	-2	3%	3%
COC(=O)c1ccccc1NC(=O)COc1ccc2c(c1)OCO2
    ?	12	-10%	6	-1%	11%

(listing goes on)
Every second line gives: Pf growth 96h	Shiga toxin inh	FBPA Giardia inh	CHX counter	Sm TGR block	Pf growth 48h
COC(=O)C1=C(c2cccc(OCc3ccccc3)c2)C[C@@H]2CC[C@H]1N2C(=O)NC1CCN(Cc2ccccc2)CC1
    ?	.	.	.	-3%	13µM*
O=C(CCN1C(=O)/C(=C\c2cccs2)SC1=S)NC1=NCCS1
    30%	-5	3%	-5	-11%	13%
Cc1ccn(CCC(=O)O)n1
    170%[activator]	-6	0%	1	-5%	19%
CNC(=O)NC(=O)CSc1ccc(S(=O)(=O)N2CCOCC2)cn1
    -25%	.	.	.	2%	-21%
COCCNC(=O)c1ccccc1NC(=O)Nc1ccccc1
    7.4µM*	-6	0%	6	.	30%[activator]
O=C(O)c1cc(N=Nc2ccc(-c3ccc(N=Nc4ccc(O)c(C(=O)O)c4)cc3)cc2)ccc1O
    .	26*	-2%	12	.	.
COC(=O)CC(=O)CSc1nc2c(cc1C#N)CCCCC2
    .	105*	0%	46*	-2%	99%[activator]
CN(C)/C=C/C(=O)c1ccc(Cl)c([N+](=O)[O-])c1
    0%	28	1%	21*	-31%	-16%
O=C(COc1ccc(Br)cc1)N1CCc2ccccc2C1
    ?	24	-7%	10	.	-20%
COc1ccccc1C(C)NCC(=O)Nc1ccccc1C(F)(F)F (configuration not stated)
    -9%	15	1%	12	-5%	-7%
O=C(Cc1ccccc1)NCCCc1ccccc1
    -40%	52	9%	17	0%	33%[activator]
CN(C)CCCNc1cc(C(C)(C)C)nc2c(-c3ccccc3)cnn12
    ?	61*	6%	47*	-2%	32%[activator]
COc1ccc(N2CCN(C(=O)CN3C(=O)COc4ccccc43)CC2)cc1
    2%	23	15%	-5	7%	3%
Nc1nc(-c2ccc(Cl)cc2)nn1C(=O)c1cccs1
    13µM*	-15	0%	-2	7%	19%
O=C(Nc1ccncc1)Nc1ccc(Cl)cc1
    28%	42	19%	33*	0%	5.2µM*
COCc1cc(=O)n2[nH]c(-c3cccs3)cc2n1
    214%[activator]	7	?	13	0%	?
COc1ccc(NC(=O)NCCc2c[nH]c3ccccc23)c(OC)c1
    1%	-1	3%	1	-13%	8%
O=C(NC1CCN(C(=S)NCc2ccco2)CC1)c1ccc(F)cc1
    2.9µM*	-1	4%	-1	-6%	?
Cn1c(N2CCN(C(=O)Nc3ccc(C(F)(F)F)cc3)CC2)nc2ccccc21
    -24%	-6	-1%	3	6%	?
COC(=O)c1c(S(C)(=O)=O)nc(-c2ccccc2)[nH]c1=O
    ?	12	5%	-5	25µM*	-17%
O=c1c2cn(Cc3ccccc3)c3ccccc3c-2nn1Cc1ccc(F)cc1Cl
    3%	-12	-3%	-2	11%	-13%
Cc1ccccc1OCC(O)Cn1c(N2CCN(c3ccccc3)CC2)nc2c1c(=O)[nH]c(=O)n2C (configuration not stated)
    ?	-7	0%	0	-15%	-16%
O=C(CNC(=O)c1ccc2ccccc2c1)OCC(=O)N1CCN(S(=O)(=O)c2ccc3ccccc3c2)CC1
    0%	20	28%	-3	3%	-23%
CCOC(=O)c1nn2c(C(F)(F)F)cc(-c3ccc(OC)cc3)nc2c1Br
    ?	-4	4%	-3	-21%	26%
CC(C)CNC(=S)NNC(=O)c1csc2ccccc12
    -18%	13	10%	11	0%	.
CCCCc1nc2ccccc2c(=O)n1-c1ccccc1[N+](=O)[O-]
    34%[activator]	-15	1%	2	-20%	?
O=C(Nc1cccc(-c2ccc3nncn3n2)c1)C(F)(F)F
    81%[activator]	17	-7%	-7	6%	21%
COc1ccc(CN2CCNC(=O)C2CC(=O)NC2CCCCCC2)c(F)c1 (configuration not stated)
    ?	-13	-15%	0	?	2%
CCOC(=O)N1CCN(C(=O)c2cn(CC)c3ccc(S(=O)(=O)N4CCCC4)cc3c2=O)CC1
    ?	-1	-6%	-2	2%	-12%
Cc1cc(NCCN)nc2ccccc12
    ?	-8	8%	-2	10%	.
N=c1n(CCN2CCCCC2)c2ccccc2n1CC(O)COc1ccccc1 (configuration not stated)
    50%[activator]	-12	-3%	-8	16%	?
Cc1ccc(O)c(Nc2ncnc3ccccc23)c1
    13%	15	?	3	-2%	?
Cc1ccc(N2CCN(S(=O)(=O)c3ccc4oc(=O)ccc4c3)CC2)cc1Cl
    -17%	-6	.	-6	9%	28%
CCN1C[C@@]2(COC)CCC(OC)[C@]34C5C[C@]6(O)[C@@H](OC)C[C@](OC(C)=O)(C([C@H](OC)C23)[C@H]14)C5[C@H]6OC(=O)c1ccc(OC)cc1 (some centres not stated)
    .	23*	1%	21*	.	.
COc1cccc(C2=NOC(C(=O)NCc3ccco3)C2)c1 (configuration not stated)
    ?	21	2%	23	0%	-6%
CCn1c(SCC(=O)c2ccc(O)c(O)c2)nnc1-c1ccc(C)cc1
    -28%	-6	?	0	-16%	?
Cc1ccc(C(=O)NCC(=O)Nc2ccc3c(c2)OCCO3)cc1
    50%[activator]	.	.	.	-8%	15%
O=C(CN1CCN(c2ccccc2)CC1)Nc1ccc2c(c1)OCCO2
    39%[activator]	15	6%	15	6%	i
O=C(CCN1C(=O)/C(=C/c2ccccc2)SC1=S)N1CCCCCC1
    22%	-1	0%	-5	-4%	-28%
C=CCn1c(SCn2nnc3ccccc3c2=O)nnc1-c1ccc(Br)cc1
    1%	37	4%	9	0%	0%
C=CCNC(=O)c1ccc([N+](=O)[O-])c(Cl)c1
    ?	-2	5%	1	9%	-9%
CC1(C)Cc2nc3sc4c(N(CCO)CCO)nnnc4c3cc2CO1
    16%	78*	-7%	29*	7%	24%
CCOC(=O)N1CCN(C(=O)C2CCC(CNS(=O)(=O)c3ccc(Cl)cc3)CC2)CC1 (configuration not stated)
    ?	-2	0%	2	12%	-26%
CCOC(=O)N1CCC(=NNC(=O)COc2cccc(C)c2)CC1
    ?	-7	-3%	-6	-6%	-16%
CC1CC(C)(C)NC(=S)N1CCCC(=O)Nc1ccc(Cl)cc1 (configuration not stated)
    ?	-21	-3%	1	-14%	?
CCOC(=O)C1C(=O)C=C(c2ccc(OC)cc2)CC1c1ccco1 (configuration not stated)
    36%[activator]	-6	0%	6	-35%	?
COCCN1CCN(c2cc(-c3ccccc3)nc3cc(-c4cccc(F)c4)nn23)CC1
    ?	11	-7%	-3	-2%	12µM*
CC(=O)Nc1ccc(C(=O)NCC(=O)OCc2c(F)cccc2Cl)cc1
    ?	24	2%	3	4%	3%
CSc1ccccc1C(=O)C1CCCN(Cc2cnn(-c3ccccc3)c2)C1 (configuration not stated)
    135%[activator]	-5	-9%	1	3%	?

High-throughput results as filed in PubChem.
